Assay outcomes deposited in PubChem by The Scripps Research Institute Molecular Screening Center.
CHO parental Ca: signal in parental CHO cells, OX1R antagonist counter-screen | parental CHO-K1, ATP-induced calcium, Fluo-8 fluorescence | inhibition, % at 5.6 µM | 330,000 compounds, 0.63% hits;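 active = inhibition above that plate's mean sample inhibition plus 3 SD, cut at about 26% in these data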;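 note: 0% = ATP-challenged DMSO wells and 100% = DMSO wells without ATP; some compounds past the cut are filed as inactive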
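Material: parental CHO cells / Compound: single nominal dose of 5.6 µM per compound / Signal: Fluo-8 fluorescence / Replicates: singlicate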
M1 antag: antagonists of human M1 muscarinic receptor; CHO-K1 hM1, Fluo-8 calcium fluorescence, ACh EC80 antagonist; P11229; AID 588852; inhibition, % at 3 µM; 360,000 compounds, 1.3% hits;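 active = percent inhibition above its own plate's cutoff, namely the mean of that plate's compound wells plus 3 SD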;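 note: peak over basal fluorescence ratio during 140 s after agonist addition; 0% = ACh EC80 plus DMSO and 100% = DMSO alone without agonist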
Target sequence (P11229 whole entry, looked up): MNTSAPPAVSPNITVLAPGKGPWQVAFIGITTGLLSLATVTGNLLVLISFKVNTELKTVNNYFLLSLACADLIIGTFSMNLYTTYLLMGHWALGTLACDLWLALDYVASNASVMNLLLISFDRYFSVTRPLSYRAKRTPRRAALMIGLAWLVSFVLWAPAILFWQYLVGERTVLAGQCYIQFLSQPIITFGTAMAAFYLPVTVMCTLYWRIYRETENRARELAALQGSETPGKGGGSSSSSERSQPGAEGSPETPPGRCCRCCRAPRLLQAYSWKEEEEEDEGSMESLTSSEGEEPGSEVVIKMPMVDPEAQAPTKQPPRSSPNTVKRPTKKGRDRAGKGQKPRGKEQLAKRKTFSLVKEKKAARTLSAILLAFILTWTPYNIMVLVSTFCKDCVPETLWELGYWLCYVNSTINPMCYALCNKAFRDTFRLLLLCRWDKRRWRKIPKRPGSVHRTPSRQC
OXTR potentiator: human OXTR potentiation | activation, % at 3 µM | 320,000 compounds, 0.061% hits | CHO-OTR cells, Fluo-8 calcium fluorescence, potentiator mode; 0% = oxytocin EC15, 100% = EC100;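 active = activation above that plate's cutoff, the mean activation of tested compounds plus 3 SD, cut at about 6.6% in these data, passing the limit was not always enough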;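 note: 100% uses oxytocin at 75 nM as the full agonist control; some results filed as inactive read as strong as hits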
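Material: CHO-OTR cells, human receptor; compound dosing: single dose, 3.0 µM nominal final compound concentration; schedule: 6 min compound pre-incubation at room temperature, 100 s kinetic read; measured by: kinetic Fluo-8 calcium fluorescence; read-out basis: % activation vs EC15 and EC100 oxytocin; controls: EC15 oxytocin alone as 0%, 75 nM oxytocin as 100%; replicates: singlicate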
CHO-K1 Ca antag: nonselective inhibitor or artifact in parental CHO-K1 cells; ATP-induced calcium, Fluo-8 fluorescence; inhibition, % at 3 µM; 360,000 compounds, 0.6% hits;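 active = inhibition above a per-plate cutoff, the plate's mean sample inhibition plus 3 SD, cut at about 24% in these data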;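 note: 0% = DMSO plus EC80 ATP and 100% = DMSO alone without ATP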
M1 ag: agonists of human M1 muscarinic receptor; CHO-K1 hM1, Fluo-8 calcium fluorescence, agonist mode; 0% DMSO, 100% acetylcholine EC100; activation, % at 3 µM; 360,000 compounds, 0.33% hits;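 active = activation above the run's mean compound activation plus 3 SD, cut at about 16% in these data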;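 note: peak over basal fluorescence ratio within a 140 s kinetic read after compound addition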
CHO-K1 Ca ag: M1 agonist counterscreen hit in parental CHO-K1 cells. Fluo-8 calcium fluorescence; scaled to maximal ATP response, vehicle zero. AID 602248. 360,000 compounds, 0.48% hits. activation, % at 3 µM; in the data active = activation above about 15%;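 note: untransfected CHO-K1 host cells lacking M1 receptor as counterscreen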
TAAR1 agonist: human TAAR1 agonism. CHO RD-HGA16 TAAR1, Fluo-8 calcium fluorescence; vehicle wells 0%, saturating PEA agonist 100%. Q96RJ0. 360,000 compounds, 0.99% hits. activation, % at 3 µM;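 active = activation above the mean activation of all test compounds in the run plus 3 SD, cut at about 38% in these data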
Target sequence (Q96RJ0 whole entry, looked up): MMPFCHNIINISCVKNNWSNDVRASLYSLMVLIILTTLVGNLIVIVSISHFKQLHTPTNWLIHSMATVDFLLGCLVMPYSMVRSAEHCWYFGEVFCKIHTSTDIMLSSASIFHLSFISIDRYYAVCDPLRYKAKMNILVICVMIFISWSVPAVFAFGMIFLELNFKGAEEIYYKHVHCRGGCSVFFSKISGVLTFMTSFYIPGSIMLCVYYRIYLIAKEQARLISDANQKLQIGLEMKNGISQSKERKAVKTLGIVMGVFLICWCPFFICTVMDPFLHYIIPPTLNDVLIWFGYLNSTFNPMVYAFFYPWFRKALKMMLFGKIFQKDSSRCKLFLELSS
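Test system: RD-HGA16 (CHO) cells co-expressing Gα16 and hTAAR1 / Benchmarks: DMSO vehicle as 0%, PEA at EC100 as 100% / Repeats: no replicates (n 1) / Measure: % activation from peak over basal fluorescence ratio, DMSO-to-PEA scaled / Timing: 17-24 h plating, Fluo-8 75 min 37 °C, 30 min RT / Technique: kinetic Fluo-8 calcium fluorescence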
TAAR1 antagonist: antagonists of human TAAR1; CHO RD-HGA16 TAAR1, Fluo-8 calcium fluorescence, antagonist; inhibition, % at 3 µM; 360,000 compounds, 1.5% hits; Q96RJ0;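 active = inhibition above a per-plate cutoff, the mean inhibition of test compounds on that plate plus 3 SD, cut at about 49% in these data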;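 note: 0% = DMSO plus EC80 beta-PEA response and 100% = DMSO alone without agonist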
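Test system: RD-HGA16 CHO cells with stable hTAAR1 and Gα16 / Probe or stimulus: EC80 β-phenethylamine stimulus / Times: seeding 17-24 h prior, 75-min 37 °C, 30-min RT dye loading / Detection: Fluo-8 calcium-sensitive fluorescence / Read-out basis: % inhibition scaled between DMSO and EC80 PEA controls / Repeats: singlicate, one well per test compound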
CHO-K1 Ca PAM: counter-screen for M1 PAMs: effect in parental CHO-K1 cells. ATP EC20, Fluo-8 calcium fluorescence; 0% at ATP EC20, 100% at ATP max. activation, % at 3 µM. 360,000 compounds, 0.02% hits. AID 602247;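 active = activation above the run cutoff, the mean activation of all test compounds plus 3 SD, cut at about 40% in these data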;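 note: peak over basal fluorescence ratio in a 140 s read after ATP addition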
* hit, by the source's call; nt = not tested or not shown. Not a hit list (roughly 4.2% active in at least one column).

SMILES | CHO parental Ca | M1 antag | OXTR potentiator | CHO-K1 Ca antag | M1 ag | CHO-K1 Ca ag | TAAR1 agonist | TAAR1 antagonist | CHO-K1 Ca PAM
O=C1CCN(CCCc2ccccc2)CCN1[C@H](CO)Cc1ccccc1 | -23.0 | 10.4 | -7.4 | 2.6 | -6.7 | 4.3 | 7.0 | -3.7 | 5.6
CSc1ncccc1C(=O)N1CCN(C(=O)c2ccccc2)CC1 | -8.5 | -8.1 | 2.0 | -8.6 | -8.4 | 1.8 | 0.9 | -9.0 | 21.4
CCOC(=O)C(=CNc1nc2ccc(C(=O)OCC)cc2s1)C(=O)OCC | -12.3 | -5.8 | 5.2 | 3.8 | -4.2 | 0.5 | -1.2 | -12.9 | 5.2
C/C=C(\C)CN1CCC(Oc2cc(C(=O)NC3CC3)ccc2OC)CC1 | 15.3 | 3.6 | 2.1 | -12.2 | -3.9 | 0.8 | 0.1 | -21.7 | 3.7
COc1cccc(C(=O)Nc2ccc3nc4n(c(=O)c3c2)CCCCC4)c1 | nt | -2.2 | nt | -4.6 | -2.4 | 1.5 | 0.5 | 15.3 | 10.8
Cn1ccnc1SCc1cc(=O)[nH]c2ccccc12 | -4.5 | 6.3 | -6.1 | 7.4 | -1.5 | 3.0 | 13.8 | -5.8 | 1.1
O=S(=O)(c1ccc(F)cc1)N1CCN(c2nc(-c3ccc(F)cc3)cs2)CC1 | -7.2 | -11.1 | -6.2 | -18.1 | -0.6 | 0.8 | 8.5 | 10.2 | 15.3
O=C(CSc1nnc(SCc2ccc(Cl)cc2)s1)N/N=C/c1c[nH]c2ccccc12 | -0.6 | -10.0 | -5.8 | -7.8 | -4.5 | 0.6 | -1.9 | 38.7 | 13.0
O=C(CCN1C(=O)/C(=C/c2cccs2)SC1=S)N1CCCCC1 | -12.2 | 2.8 | -14.2 | -6.1 | -9.1 | 2.5 | 4.8 | -16.1 | 12.7
COCCNc1nc2nonc2nc1N(C)Cc1ccc(C)cc1 | -15.1 | 0.3 | -0.9 | -11.1 | -2.4 | 0.7 | 3.2 | -8.2 | 18.4
O=S(=O)(NCC(c1cccnc1)N1CCN(c2ccccc2)CC1)c1cc(F)ccc1F (stereo not drawn) | -15.0 | -7.7 | -2.6 | -9.0 | -6.7 | 3.4 | 5.2 | -10.5 | 11.6
COc1ccc(C2=C(Nc3ccc(C)cc3)c3ccccc3C2=O)cc1 | -18.3 | -11.4 | -5.2 | -6.8 | -7.2 | -0.2 | 4.7 | 28.6 | 16.5
O=S(=O)(c1cccc(C(F)(F)F)c1)N1c2ccccc2-n2cccc2C1c1cccnc1 (stereo not drawn) | nt | 10.2 | nt | -12.9 | -6.8 | 1.4 | 4.6 | 37.8 | 10.8
Cc1csc(-c2cnn(-c3ccccc3)c2NC(=O)c2cccc(F)c2)n1 | -26.5 | 5.7 | -11.4 | 3.7 | 2.4 | 0.3 | nt | nt | 18.5
CC(=O)c1ccc(NC(=O)CN2C(=O)/C(=C/C(C)=C/c3ccccc3)SC2=S)cc1 | nt | 11.6 | nt | 1.4 | -2.1 | 0.6 | 4.5 | -23.3 | 3.6
Cc1ccccc1C(=O)NCCCNC(=O)c1ccccn1 | 0.3 | -11.1 | -4.4 | -11.6 | -2.2 | 0.6 | 2.9 | -9.7 | 16.1
O=C(COc1ccc2c3c(c(=O)oc2c1)CCCC3)N1CCN(c2ccccc2)CC1 | -26.8 | -10.1 | -5.0 | -9.6 | -2.2 | 1.3 | -0.6 | -24.6 | 5.1
CCOc1ccc(CCN2C(=O)c3cccnc3C2=O)cc1OCC | 0.7 | -4.2 | -3.7 | 3.2 | -3.4 | 0.1 | 2.0 | -4.1 | 9.4
Cc1ccc(C(=O)N2CCCC(N3CCN(c4ccccc4C)CC3)C2)c(=O)[nH]1 (stereo not drawn) | -5.0 | -3.5 | -6.3 | -10.7 | -3.1 | 2.7 | 1.7 | 2.6 | 21.9
CC1CCCC(C)N1S(=O)(=O)c1ccc(NC(=O)CCN2C(=O)C3CC=CCC3C2=O)cc1 (stereo not drawn) | nt | 13.4 | nt | 5.0 | -5.2 | 0.8 | 4.1 | -24.9 | -23.3
Cc1ccc(NC(=S)N2CCN(S(=O)(=O)c3ccc(F)cc3)CC2)cc1 | nt | -0.8 | nt | -4.6 | -1.2 | 0.0 | 4.4 | 3.0 | -5.9
Cc1ccc(NC(=O)Cn2cc(S(=O)(=O)c3ccc(F)cc3)c(=O)c3cc(F)ccc32)cc1 | -0.3 | -2.0 | -3.5 | 18.9 | -2.4 | -0.3 | 2.1 | 3.7 | -5.3
O=C(CN1C(=O)/C(=C/c2cccc(Cl)c2)SC1=S)NC1C=CS(=O)(=O)C1 (stereo not drawn) | -7.5 | -6.9 | -5.5 | -14.3 | -2.0 | 1.8 | 3.2 | -16.8 | 18.2
CC(C)OC(=O)Nc1ccc2c(c1)N(C(=O)N1CCN(C)CC1)c1ccccc1CC2 | -23.1 | 78.2* | -12.9 | -5.8 | 2.0 | 2.4 | 3.1 | -32.1 | 8.4
Cc1cc(C2C(=O)C(C(=O)c3ccc(Cl)cc3)C(=O)CC2(C)C)on1 (stereo not drawn) | -8.0 | -8.2 | -6.0 | -9.0 | -3.8 | -0.2 | 9.3 | -7.5 | 6.1
COc1cc(/C=C(\NC(=O)c2ccccc2)C(=O)NCCO)c([N+](=O)[O-])cc1OC | -3.9 | 5.1 | 3.3 | 4.1 | -3.4 | -0.1 | 0.9 | -31.4 | -5.9
COc1ccc(C(=O)Nc2ccc(N3CCN(C(C)=O)CC3)cc2)cc1[N+](=O)[O-] | -1.6 | nt | -11.5 | nt | nt | nt | -0.5 | -9.1 | nt
Cc1occc1-c1nnc(SCC(=O)Nc2ccccc2)n1CCc1ccccc1 | -8.4 | -0.8 | -8.0 | -11.9 | -2.8 | 0.8 | 8.6 | -0.6 | 15.0
NC(=O)c1ccccc1NC(=O)/C=C/c1cccc(Cl)c1 | -6.2 | -4.0 | -3.4 | 8.9 | -5.0 | -0.1 | -0.9 | 5.3 | -4.1
CCCc1ccc(OCC(O)CN2CCc3ccccc3C2)cc1 (stereo not drawn) | -12.7 | -8.1 | -3.6 | -7.8 | -6.2 | 1.7 | 8.9 | 0.2 | 13.3
Cc1cccc(S(=O)(=O)N2CCN(Cc3ccc4c(c3)OCO4)CC2)c1 | -11.6 | -6.1 | -0.8 | -16.7 | -11.0 | 0.0 | -0.8 | -8.2 | -0.8
CCCS(=O)(=O)c1nc(S(=O)(=O)c2ccc(C)cc2)c(N2CCc3ccccc3C2)s1 | -5.3 | -1.7 | -15.5 | -13.4 | -9.1 | 1.2 | 18.2 | -5.1 | 19.5
S=c1[nH]cc(-c2ccc(Cl)cc2)n1-c1ccccc1 | -19.0 | -7.5 | 2.0 | -2.2 | -12.8 | 2.3 | 2.2 | -7.6 | 19.5
CCOc1ccc(CN(C)c2nc(-c3cccnc3)nc3ccccc23)cc1OC | -5.6 | 0.4 | -3.2 | -3.8 | -9.6 | 0.8 | 4.1 | 14.2 | -2.6
CCOC(=O)N1C(=O)c2cc(OC)ccc2S1(=O)=O | 9.5 | -1.3 | -8.9 | 0.7 | -1.5 | -0.2 | 17.5 | 5.4 | 0.6
Cn1cc(C(=O)N/N=C/C2=C(N3CCOCC3)C(=C\c3ccccc3)/CC2)ccc1=O | -12.8 | 1.9 | -6.2 | 8.7 | -2.4 | 0.6 | 2.1 | 0.0 | -3.8
N#Cc1ccc(CN2CCN(C(=O)c3cc(Cl)c4c(c3)OCCO4)CC2)cc1 | -1.0 | -9.5 | 2.0 | -6.3 | -2.3 | -0.2 | 2.3 | -5.6 | 8.2
Cc1cc(C)c(-c2cc(NC(=O)COC(=O)c3ccc(CO)cc3)n(-c3ccccc3)n2)cc1C | -7.0 | 0.0 | -4.4 | -7.8 | -4.9 | 0.7 | 1.2 | 6.8 | 9.7
NC(=O)c1ccc(NC(=O)COC(=O)C2CCN(S(=O)(=O)c3cccs3)CC2)cc1 | 7.1 | -1.0 | -6.2 | -3.4 | -2.2 | 1.1 | 13.4 | -19.8 | 19.5
Cc1cccc(NC(=O)COC(=O)C2C3CC4OC(=O)C2C4C3)c1C (stereo not drawn) | -3.8 | -19.3 | -0.7 | -11.9 | 2.8 | 0.3 | 3.7 | -2.1 | 16.1

An excerpt from above with just CHO parental Ca and TAAR1 agonist:
SMILES	CHO parental Ca	TAAR1 agonist
CCCc1ccc(OCC(O)CN2CCc3ccccc3C2)cc1 (stereo not drawn)	-12.7	8.9
COc1cc(/C=C(\NC(=O)c2ccccc2)C(=O)NCCO)c([N+](=O)[O-])cc1OC	-3.9	0.9

Further structures.
SMILES | CHO parental Ca | M1 antag | OXTR potentiator | CHO-K1 Ca antag | M1 ag | CHO-K1 Ca ag | TAAR1 agonist | TAAR1 antagonist | CHO-K1 Ca PAM
COC(=O)c1c(NC(=O)CN2CCN(C(=O)c3ccco3)CC2)c2c(C)cccc2n1C | -8.0 | -13.2 | 1.6 | -1.8 | -2.9 | 3.0 | 13.8 | 11.8 | 10.7
Cc1ccc(Cn2c(=O)c3cccnc3n(CC(=O)Nc3cccc(C(F)(F)F)c3)c2=O)cc1 | -9.9 | -2.1 | -10.7 | 3.7 | 0.6 | 0.1 | 1.7 | -18.0 | -1.1
COc1ccc(CCN2CC(C(=O)NCc3cnn(C(C)C)c3)CCC2=O)cc1 (stereo not drawn) | -12.3 | 2.8 | -4.5 | 9.0 | -1.0 | 0.1 | 3.2 | -13.8 | -12.3
O=C(Nc1ccncc1)C1CC(=O)N(c2ccc(F)cc2)C1 (stereo not drawn) | -6.2 | 3.5 | -2.2 | -6.3 | -1.7 | -0.1 | 0.2 | 1.4 | 4.3
CCCCc1nc(Cl)c(C#N)c2c1CCCC2 | -10.2 | -3.0 | -9.5 | 8.8 | -8.4 | 2.9 | 9.4 | -0.9 | 13.2
COc1ccc(CN(CCC#N)CCC2(c3ccccc3)CC(C)N(C)CC2C)cc1OC (stereo not drawn) | -23.1 | 7.3 | -0.1 | -4.0 | -7.2 | 0.5 | 2.2 | -9.6 | 13.0
CCCCN1C=C(C(=O)c2ccccc2)C(=O)CC1 | nt | -13.0 | nt | 2.7 | 4.2 | -0.2 | -0.8 | -8.4 | -3.7
